# Screening results from PubChem BioAssay.
# NPC1 prom act – activates the NPC1 promoter. Huh7 NPC1 promoter luciferase reporter, 24 h. Potency, µM (titrated, usually from 9.22 µM), without a hit: at the highest dose activation, actives largely listed as activators. hit rate 2.4% among 320,000;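 also: potency is read from the fitted curve at half-maximal effect; % of control where 0% means no effect; nearly all actives have a fitted effect of over 60% in size; reporter is driven by a mutant NPC1 promoter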
#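 Compounds in DMSO were transferred onto Huh7 NPC1-luciferase reporter cells pre-incubated 2 h; after 24 h at 37 °C, Amplite reagent was dispensed and luminescence recorded 10 min later.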
# FLuc modulator – inhibits or activates purified firefly luciferase, miR-21 counter-screen; P08659; purified FLuc, Km substrates, luminescence inhibition; Potency, µM (doses to about 57.5 µM), without a hit: at the top dose activity change, negative = inhibition, actives largely listed as inhibitors; hit rate 6.9% among 360,000; AID 588342;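 also: potency is read from the fitted curve at half-maximal effect; plate controls were vehicle for no effect and reference inhibitor for full effect; nearly all actives have a fitted effect of over 55% in size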
# Target sequence (P08659 whole entry, looked up): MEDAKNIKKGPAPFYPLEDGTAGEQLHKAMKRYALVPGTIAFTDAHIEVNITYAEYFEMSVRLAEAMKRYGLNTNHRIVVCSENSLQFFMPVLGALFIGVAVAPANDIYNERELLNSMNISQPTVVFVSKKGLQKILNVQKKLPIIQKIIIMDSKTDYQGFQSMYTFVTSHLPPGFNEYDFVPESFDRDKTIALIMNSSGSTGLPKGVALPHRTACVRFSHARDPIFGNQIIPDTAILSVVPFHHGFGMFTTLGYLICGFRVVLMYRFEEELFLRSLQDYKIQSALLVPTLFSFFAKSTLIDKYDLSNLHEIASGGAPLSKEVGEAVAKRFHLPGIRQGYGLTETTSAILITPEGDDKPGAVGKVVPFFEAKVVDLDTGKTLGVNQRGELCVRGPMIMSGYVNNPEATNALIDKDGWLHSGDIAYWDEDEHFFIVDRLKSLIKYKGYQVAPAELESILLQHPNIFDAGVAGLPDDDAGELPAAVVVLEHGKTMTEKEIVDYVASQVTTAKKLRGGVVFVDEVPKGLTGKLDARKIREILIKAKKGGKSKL
#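 Purified P. pyralis luciferase, 10 nM final, with Km-level 10 uM D-luciferin and 10 uM ATP in 50 mM Tris acetate pH 7.5, 10 mM Mg acetate, 0.01% Tween-20, 0.05% BSA; 6-point qHTS titration about 60 µM downward; luminescence read.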
# PKM2 act – PKM2 (human) enzyme activation | P14618 | purified PKM2, Kinase-Glo ATP luminescence, activation; response scale: 0% is enzyme alone, no compound | Potency, µM (series often up to 57.5 µM), without a hit: at the top dose activation, usual class: activators | hit rate 0.34% among 260,000 | AID 1631; also: potency is read from the fitted curve at half-maximal effect; % is scaled to controls: 0 for no effect and ±100 for the full control effect; nearly all actives have a fitted effect of over 55% in size
#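 hPK-M2, >95% pure; 0.1 mM ADP / 0.5 mM PEP final; imidazole pH7.2 buffer w/ 7 mM MgCl2, 50 mM KCl; 1 h RT; Kinase-Glo lum. Intermediate enzyme activity for dual inhibitor/activator qHTS.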
# ELG1 genotoxic – induces genotoxicity in HEK293T cells with luciferase-tagged ELG1; Potency, µM (series often up to 46 µM), for the others: at the highest dose activity change, positive = activation, usual class: activators; HEK293T ELG1-luciferase reporter, luminescence, 16 h; AID 504466; hit rate 1.3% among 330,000; also: potency is read from the fitted curve at half-maximal effect; % of control where 0% means no effect; nearly all actives have a fitted effect of over 60% in size
#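 HEK293T cells expressing luciferase-tagged ELG1 were treated with compound or DMSO for 16 hr at 37°C. Luciferase activity was then read after 30 min with ONE-Glo at room temperature; rising signal flags genetic stress.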
# BRCA1 expr up – BRCA1 expression activation | MCF7-BRCA1-FFLuc reporter, luminescence, 48 h; response scale: scaled: vehicle 0%, 10 µM genistein 100% | Potency, µM (top dose mostly 46.1 µM), without a hit: top-dose activation, most hits filed as activators | hit rate 1.1% among 380,000 | AID 624202; also: potency is read from the fitted curve at half-maximal effect; nearly all actives have a fitted effect of over 80% in size; some results filed as inactive show a strong effect at the top dose
#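 Using MCF7 cells harboring a BRCA1 firefly luciferase reporter, plated 2 h before compound pinning, the screen measured luminescence after 48 h incubation. Responses were normalized to DMSO and 10 microM genistein, then fitted for concentration-effect.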
# Rab9 prom act – activators of Rab9 promoter; Huh7 Rab9 promoter-luciferase reporter, luminescence, 24 h; Potency, µM (doses to about 9.22 µM), inactives show top-dose activation, negative = inhibition, usual class: activators; hit rate 2.8% among 320,000; AID 485297; also: potency is read from the fitted curve at half-maximal effect; % of control where 0% means no effect; nearly all actives have a fitted effect of over 60% in size
#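 Using Huh7 cells stably transfected with Rab9 promoter–luciferase, compounds were incubated 24 h at 37 °C, 5% CO2; luciferase luminescence was read 10 min after reagent addition.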
# Giardia kill – Giardia lamblia killing; Giardia lamblia trophozoite viability; activity change, % at 7.66 µM, hits read low; hit rate 0.15% among 340,000; in the data active = activity change below about -80%; inconclusive = between about -30% and that limit;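 also: parasites exposed to compound for two days anaerobically before the ATP read; % is scaled to controls: 0 for no effect and ±100 for the full control effect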
#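 Anaerobic 48 hrs incubation at 37 deg C of 100 trophozoites/well with test compounds; ATPLite 1-Step luminescence, 15-30 min RT, reports cellular ATP as viability.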
# RORg inh – ROR gamma (mouse) transcription inhibition; Drosophila S2 Gal4-RORgamma UAS-luciferase reporter, 20 h; Potency, µM (series often up to 53.6 µM), without a hit: at the top dose activity change, negative = inhibition, usual class: inhibitors; P51450; hit rate 5.4% among 310,000; also: potency is read from the fitted curve at half-maximal effect; % is scaled to controls: 0 for no effect and ±100 for the full control effect; nearly all actives have a fitted effect of over 60% in size
# Target sequence (P51450 whole entry, looked up, the tested form may be a part): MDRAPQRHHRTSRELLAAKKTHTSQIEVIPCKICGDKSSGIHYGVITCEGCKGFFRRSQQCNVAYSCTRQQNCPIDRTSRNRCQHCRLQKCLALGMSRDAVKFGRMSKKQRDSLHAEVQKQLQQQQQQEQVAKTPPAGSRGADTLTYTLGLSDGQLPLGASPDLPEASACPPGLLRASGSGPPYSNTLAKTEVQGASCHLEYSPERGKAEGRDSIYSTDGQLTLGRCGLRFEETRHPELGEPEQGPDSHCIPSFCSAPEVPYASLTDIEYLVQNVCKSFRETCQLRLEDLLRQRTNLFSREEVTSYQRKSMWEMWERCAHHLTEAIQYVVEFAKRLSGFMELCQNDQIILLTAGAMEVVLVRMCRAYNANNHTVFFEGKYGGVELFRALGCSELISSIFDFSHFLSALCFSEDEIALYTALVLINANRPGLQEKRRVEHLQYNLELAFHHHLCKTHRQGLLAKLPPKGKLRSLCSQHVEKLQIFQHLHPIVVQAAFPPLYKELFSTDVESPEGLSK
#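 Schneider cells (Drosophila), stable Gal4 DBD–ROR gamma + UAS-luc; 1 hr cmpd preincubation; Cu2+ induction 700 uM final; 20 hr ambient; luminescence.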
# Gal4-VP16 FLuc – counter-screen for ROR gamma inhibitors: Gal4-VP16 reporter | Drosophila S2 Gal4-VP16 UAS-luciferase, luminescence, 20 h | Potency, µM (doses to about 53.6 µM), for the others: at the top dose activity, negative = inhibition, usual class: inhibitors | hit rate 3.5% among 310,000;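 also: Gal4-VP16 expression switched on by copper sulfate through the metallothionein promoter; potency is read from the fitted curve at half-maximal effect; % is scaled to controls: 0 for no effect and ±100 for the full control effect; nearly all actives have a fitted effect of over 50% in size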
# p53 reactivator – mutant p53 re-activation in reporter cells; H1299 p53-A138V BP100-luciferase reporter, luminescence, 24 h; Potency, µM (series often up to 92.2 µM), inactives show top-dose activity change, positive = activation, most hits filed as activators; hit rate 0.063% among 320,000; AID 504706; also: potency is read from the fitted curve at half-maximal effect; % of control where 0% means no effect; nearly all actives have a fitted effect of over 45% in size
#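 H1299 (p53-null), stable ts p53-A138V + BP100-Luc; 1000 cells/well, Opti-MEM/10% FBS; cpd 4 pt, 1:5; 24 h, 37 deg C, 5% CO2; detection reagent 10 min RT; luminescence.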
# Menin MLL FP TR – inhibitors of human menin-MLL interaction, mutant MLL peptide; O00255; Menin + Texas Red MLL mutant peptide, fluorescence polarization; Potency, µM (series often up to 61.6 µM), for the others: top-dose FP activity change, negative = inhibition, most hits filed as inhibitors; hit rate 0.23% among 270,000; AID 1768; active = well fitted inhibition curve with a large enough effect in the polarisation, with a control signal flat, not every such curve was filed as active; inconclusive = small, poorly fitted or top-dose-only effect, or effect the other way, or a change in a side signal; inactive = no such curve, though single readings can be large or run the other way; the % refers to the polarisation; also: potency is read from the fitted curve at half-maximal effect; % of control where 0% means no effect; many of its hits are not listed in these tables
# * = called active by the depositor; ? = inconclusive; . = not tested or not shown; [ ] = dose if it differs, or a comment. Unless noted, calls follow the shape of the dose curve; as a rule, active = well fitted curve in the direction sought with a large enough effect; inconclusive = small, poorly fitted or top-dose-only effect, or another doubt; inactive = no such curve, though single readings can be large; an effect the other way counts as inactive or inconclusive.
SMILES,NPC1 prom act,FLuc modulator,PKM2 act,ELG1 genotoxic,BRCA1 expr up,Rab9 prom act,Giardia kill,RORg inh,Gal4-VP16 FLuc,p53 reactivator,Menin MLL FP TR
CC1CCN(CCc2nc3cc(NS(=O)(=O)c4ccc(F)cc4)ccc3n2C)CC1,-1%,1%,0%,-7%,4%,0%,1,1%,9%,?,16%
C#CCNC(=O)C1=C[C@@H](C)C[C@@H](OCc2ccc(CO)cc2)O1,10%,-3%,1%,5%,17%,2%,-16,2%,8%,0%,-15%
Cc1ccccc1Nc1nc(-c2cccnc2)cs1,1.8µM*,6µM*,-7%,?,?,2µM*,-2,.,.,.,0%
CCOc1ccc(C(=O)NC(=S)Nc2cccnc2)cc1[N+](=O)[O-],-3%,3%,-8%,7%,51%,-2%,-1,14µM*,-7%,21%,-16%
Cc1cc(C(=O)CSc2nnc(-c3ccccc3)n2C)c(C)n1C,-3%,0%,16%,2%,1%,4%,-19,-32%,-43%,2%,?
CSc1ccc(CNc2ccccc2)cc1,20%,?,-4%,5%,.,12%,.,33%,6%,19%,34%[activator]
CC(C)CC1CC(C)(c2csc(NNC(=O)c3ccccc3)n2)OC1=O (stereo not drawn),-5%,-13%,0%,-6%,-15%,-9%,-23,10µM*,-26%,-1%,-25%
COc1ccc(Cn2cc(F)c(=O)n(C)c2=O)cc1[N+](=O)[O-],2%,-1%,2%,2%,-1%,-1%,9,?,-11%,4%,.
Cc1cc(Nc2cnc3ccccc3n2)n(-c2ccccc2)n1,-1%,?,-2%,-3%,-14%,-1%,-5,-4%,-7%,-5%,-24%
Cc1cc(C)c2c(n1)nn1c(NCCN3CCOCC3)cc(C)nc21,2%,0%,0%,-3%,2%[1.84 µM],1%,-21,?,-4%,-7%,-13%
Cc1nc(N2CCN(c3ccccc3)CC2)c2c3c(sc2n1)CCC3,2%,2%,-2%,-8%,.,-13%,.,-29%,-2%,-8%,-4%
NC(CC(=O)O)c1ccc(F)cc1 (stereo not drawn),1%,7%,-1%,4%,-9%,2%,0,-14%,-7%,-2%,-5%
CN(c1ccccc1)S(=O)(=O)c1ccc(C(=O)NCCc2ccccc2)cc1,17%,-3%,0%,13%,95%,27%,0,28%,?,12%,9%
Cn1nccc1C(=O)NC1CCCc2c1cnn2-c1ccc(F)cc1F (stereo not drawn),-30%,7%,-9%,-8%,-39%,-35%[inhibitor],4,-27%,0.89µM*,-5%,.
COc1cc(/C=C/C(=O)OCC(=O)NC(=O)NC(C)C)cc(S(=O)(=O)N2CCc3ccccc32)c1OC,-8%,2%,4%,-12%,-51%,1%,1,-13%,3%,6%,1%
Cc1noc(C)c1S(=O)(=O)N1CCCC1C(=O)O (stereo not drawn),2%,-1%,.,0%,-1%,0%,0,-4%,8%,4%,4%
COc1ccc(C)cc1NC(=O)c1ccc2c(c1)OCO2,14%,?,-4%,?,-28%,14%,-1,23%,9%,11%,1%
O=C(c1ccc(COc2ccccc2Br)cc1)N1CCCCC1,21%,?,-2%,10%,85%,5%,-16,2%,-5%,13%,-9%
COc1ccc(C(=O)NC2(C(F)(F)F)NC(=O)N(CCCc3ccccc3)C2=O)c(OC)c1OC (stereo not drawn),-4%,8%,0%,-3%,-48%,3%,15,11%,-7%,-4%,-4%
Cn1cc(C[C@H](C(=O)O)N2C(=O)c3ccc(C(=O)O)cc3C2=O)c2ccccc21,0%,0%,.,.,.,0%,.,-3%,2%,.,0%
COc1ccc(C2(C(N)=O)CCCCC2)cc1OC,-1%,10%,-3%,0%,-4%,7%,-2,-5%,-11%,10%,3%
CC(OC(=O)CN1C(=O)c2ccccc2C1=O)C(=O)c1ccccc1 (stereo not drawn),1%,1%,.,2%,-14%,0%,4,.,.,1%,.
CCN1CCc2c(sc(NC(=O)c3ccc(S(=O)(=O)N(C)CC4CCCO4)cc3)c2C(N)=O)C1 (stereo not drawn),-1%,-1%,-13%,1%,-13%,-4%,9,0%,-13%,1%,.
COc1ccc(N2CCN(C(=O)c3cn(C4CCCC4)c(=O)c4c3c3ccccc3n4C)CC2)cc1,1%,-1%,3%,-20%,-50%,2%,3,-12%,-18%,-4%,-1%
CC(=O)N1c2ccc(S(=O)(=O)N3CCCC3C(=O)NCc3ccc(Cl)cc3)cc2CC1C (stereo not drawn),-2%,5%,-4%,-1%,-15%,0%,2,38%,2%,.,?
COc1cccc(NC(=O)CN(C)C(=O)Cc2cccc3ccccc23)c1,-8%,4%,.,2%,-2%,-7%,3,.,.,3%,.
Cn1c2ccc(F)cc2c2nnc(SCCN3CCOCC3)nc21,5%,-9%,.,3%,-2%,1%,-7,11%,-10%,10%,20%
O=c1cc(O)c2sc3nc(-c4cccnc4)cc(C(F)(F)F)c3c2[nH]1,1%,-1%,-7%,0%,-39%,-1%,0,4%,10%,0%,-7%
Cc1ccc(-n2c(SCC(=O)N3CCN(c4ccccn4)CC3)nnc2N2CCCC2)cc1,-1%,0%,.,-1%,-12%,-7%,-6,.,.,-11%,.
O=C1OCCC1Sc1nnc(-c2ccccc2Cl)n1Cc1ccccc1 (stereo not drawn),-1%,9%,-6%,5%,-1%,-1%,-25,4%,-10%,-1%,-5%
COc1cccc(CC2(CO)CCCN(Cc3ccc(CN4CCCCC4)s3)C2)c1 (stereo not drawn),2%,-3%,0%,-4%,5%,-16%,-3,-18%,3%,0%,-28%
O=C(CN1CCCC1)NCc1ccccc1,-2%,-2%,-6%,?,-1%,1%,-24,0%,-10%,.,0%
O=C(Nc1nc2ccccc2[nH]1)c1cc(F)cc(F)c1,1.8µM*,2.7µM*,-10%,?,?,0.63µM*,-12,-24%,?,?,8%
CN1CCC(C2(O)c3ccccc3CCc3ccccc32)CC1,-1%,?,9%,2%,70%,1%,-7,?,-26%,25%,-11%
CS(=O)(=O)N1CCCC(C(=O)Nc2ccc(F)cc2)C1 (stereo not drawn),9%,-9%,-7%,-3%,-1%,16%,-4,-3%,-17%,6%,0%
O=S(=O)(Cc1cnc(Cl)s1)c1ccccc1,-3%,-1%,10%,-7%,-4%,3%,9,4%,-1%[0.365 µM],-2%,8%
N#Cc1ccc(OCC(=O)N/N=C2\CCc3ccccc32)cc1,-2%,?,5%,0%,-27%,2%,2,15%,-6%,-1%,-6%
Cc1csc(SCC(=O)N2CCN(S(=O)(=O)c3ccccc3)CC2)n1,-2%,2%,32µM*,0%,30%,0%,-17,20%,-6%,3%,-5%
O=C(c1cc(=O)[nH]c2ccccc12)N(Cc1nnc(-c2ccccc2Cl)o1)C1CC1,-1%,-18%,.,-8%,-22%,-8%,5,.,.,-14%,.
O=C(Nc1cccc(Cl)c1)c1ccc2ncsc2c1,4µM*,19µM*,.,?,?,3.5µM*,27,8%,0%,9%,43%[activator]
O=S(=O)(NCc1cn2ccsc2n1)c1ccc2c(c1)OCCO2,-1%,0%,-4%,0%,-12%,-5%,4,6%,5%,3%,-6%
O=C(NCCCN1CCOCC1)c1ccc(CSc2ccc(Cl)cc2)cc1,-7%,-3%,1%,-9%,-29%,-5%,19,18%,5%,-3%,?
CCOC(=O)N1CCN(C(=O)c2ccc3c(=O)n(-c4cc(OC)ccc4OC)c(=S)[nH]c3c2)CC1,-3%,-5%,1%,0%,-9%,2%,-5,4%,1%,-4%,0%
NS(=O)(=O)c1ccc(NC(=S)Nc2ccc(S(=O)(=O)N3CCCC3)cc2)cc1,-2%,-2%,-6%,1%,0%,3%,-13,3%,-2%,5%,10%
CCCc1ccc(-c2cc(NC(=O)CSc3nnc(N)s3)n(-c3ccccc3)n2)cc1,2.5µM*,0.21µM*,-14%,?,103%,1.3µM*,-17,?,-30%,?,?
O=C(Nc1ccccc1N1CCCCC1)c1ccc(F)c(S(=O)(=O)N2CCOCC2)c1,-5%,3%,.,-6%,-48%,-6%,-4,.,.,-6%,.
O=C(CN1C(=O)NC2(CCCCC2)C1=O)Nc1ccc2[nH]c(=O)[nH]c2c1,-2%,-2%,.,1%,3%,-7%,33[activator],.,.,0%,.
Cc1nn(C)c(C)c1CCC(=O)N1CCCC(Nc2ccc(C(C)C)cc2)C1 (stereo not drawn),0%,2%,.,-1%,-2%,-4%,-3,2%,2%,2%,.
CCC(C)(C(=O)NC1CCCC1)N(Cc1cccs1)C(=O)Cc1cccs1 (stereo not drawn),-5%,7%,0%,-6%,0%,1%,-21,-25%,5%,-4%,.
CCOC(=O)c1ccc(NC(=O)CSc2nnc(CNC(=O)c3ccccc3F)o2)cc1,1%,?,5%,0%,-29%,-1%,-14,8%,14%,-4%,.

# The list is partial; count on the stated rates, not on these rows.
